High-throughput results (PubChem)
aSyn 5UTR inh: MLPCN primary screen, SNCA 5' untranslated region | inhibition, % (tested at 7.5 µM) | 300,000 tested, 0.82% active | alpha-synuclein 5'UTR reporter, inhibitor activity; in the data active = inhibition above about 60%; inconclusive = no clear call, values can overlap the other calls;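 also: H4 neuroglioblastoma cells stably carrying SNCA 5'UTR luciferase fusion; 0% = DMSO wells and 100% = positive control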
KLF5 inh: KLF5 expression inhibitors, primary screen, DLD-1 cells, luminescence | 290,000 tested, 0.23% active | DLD-1 KLF5 promoter-luciferase reporter | AID 1700, 2009 | inhibition, % at 5 µM;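 active = inhibition above a per-plate limit of that plate's mean compound inhibition plus 3 SD, cut at about 60% in these data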;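 also: 0% = DMSO wells and 100% = LY294002 at 200 µM; higher means less KLF5 promoter-driven luciferase light; inactives centre near -14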
TRPC4 act: activators of mouse TRPC4 channel, primary screen, Fluo4 calcium, HEK293 TRPC4beta/mu-opioid cells | B-score at 10 µM | 310,000 tested, 0.49% active | Short transient receptor potential channel 4 (Mus musculus), Q9QUQ5 | Fluo4 calcium fluorescence; stronger effect = higher value;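 active = B-score above 5 SD of library B-scores, and initial fluorescence ratio not above library mean plus 5 SD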;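 also: positive B-score marks a calcium rise read as TRPC4 activation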
Target sequence (Q9QUQ5 whole entry, looked up): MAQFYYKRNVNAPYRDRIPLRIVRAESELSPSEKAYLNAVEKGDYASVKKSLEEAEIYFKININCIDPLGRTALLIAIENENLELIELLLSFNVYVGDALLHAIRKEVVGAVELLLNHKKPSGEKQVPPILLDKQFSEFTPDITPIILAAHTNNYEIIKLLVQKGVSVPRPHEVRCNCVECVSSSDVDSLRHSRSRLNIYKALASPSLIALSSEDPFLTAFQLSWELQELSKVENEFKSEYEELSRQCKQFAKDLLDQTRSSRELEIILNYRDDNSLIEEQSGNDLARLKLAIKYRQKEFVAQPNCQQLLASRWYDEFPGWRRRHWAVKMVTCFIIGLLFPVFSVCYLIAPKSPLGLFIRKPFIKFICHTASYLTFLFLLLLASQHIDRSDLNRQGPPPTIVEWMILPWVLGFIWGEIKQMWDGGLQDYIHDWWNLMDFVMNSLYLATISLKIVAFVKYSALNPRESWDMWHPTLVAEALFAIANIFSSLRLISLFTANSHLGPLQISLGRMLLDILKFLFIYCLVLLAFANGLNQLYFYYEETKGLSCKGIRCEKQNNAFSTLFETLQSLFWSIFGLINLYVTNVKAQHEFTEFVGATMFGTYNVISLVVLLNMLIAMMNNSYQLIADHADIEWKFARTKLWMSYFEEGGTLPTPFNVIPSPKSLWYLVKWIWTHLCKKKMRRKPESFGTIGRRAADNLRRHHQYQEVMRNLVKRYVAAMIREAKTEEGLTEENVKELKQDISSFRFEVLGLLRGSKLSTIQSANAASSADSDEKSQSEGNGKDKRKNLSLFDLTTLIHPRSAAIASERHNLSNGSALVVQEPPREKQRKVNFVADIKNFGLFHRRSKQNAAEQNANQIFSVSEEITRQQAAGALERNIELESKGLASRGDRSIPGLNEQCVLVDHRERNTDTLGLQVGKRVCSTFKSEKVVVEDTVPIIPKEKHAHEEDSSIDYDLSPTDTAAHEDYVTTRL
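System: HEK293 cells stably co-expressing mouse TRPC4beta and mu-opioid receptor; Schedule: Fluo4 dye loading 45 min at room temperature, 110 s recording; Detection: Fluo4 fluorescence, kinetic; Evaluation: B-scored integrated calcium fluorescence ratio; Controls: buffer (low) and maximal DAMGO (high).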
TRPC6 act: mouse TRPC6 channel activators, primary screen, cell-based, HEK293, membrane potential dye. Short transient receptor potential channel 6 (Mus musculus), Q61143. HEK293-TRPC6 membrane potential dye fluorescence; stronger effect = higher value. B-score at 10 µM. 310,000 tested, 0.13% active;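 active = B-score of the integrated fluorescence ratio above library mean plus 3 SD, and starting fluorescence ratio within library mean plus 5 SD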;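 also: higher score means more depolarization so channel activation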
HIF act: HIF pathway transcriptional activators, primary screen, cell-based, U2OS HRE-luciferase, luminescence; U2OS HRE-luciferase reporter; normalized: DMSO 0%, desferrioxamine 100%; activation, % at 7.5 µM (by protocol); 300,000 tested, 0.32% active; AID 1910, 2009;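 active = mean activation of at least 10% of the iron chelator positive control signal, with at least half of replicates also reaching 10%; inconclusive = mean and replicate majority disagree about reaching 10%; inactive = mean and most replicates under 10%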
TRPC4 inh: inhibitors of mouse TRPC4 channel, primary screen, Fluo4 calcium, HEK293 TRPC4beta/mu-opioid cells; Short transient receptor potential channel 4 (Mus musculus), Q9QUQ5; DAMGO-evoked Fluo4 calcium flux; stronger effect = lower value; B-score at 10 µM; 300,000 tested, 0.39% active; AID 2247, 2010;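 active = B-score over 3 SD under the library average, no early fluorescence shift, positive overall ratio signal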
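Material: HEK293 cells with stable TRPC4beta plus mu-opioid receptor expression; probe or stimulus: DAMGO in two steps, submaximal then maximal; technique: Fluo4 calcium fluorescence by kinetic imaging, 5 s 1 Hz baseline; measure: integrated fluorescence ratio relative to baseline, converted to per-well B score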
IEC-6 tox: cytotoxicity in IEC-6 intestinal epithelial cells, primary screen, cytotoxicity control for KLF5 inhibitor project, cell-based, luminescence | IEC-6 cytotoxicity, luminescence viability | inhibition, % at 5 µM | 290,000 tested, 0.78% active; in the data active = inhibition above about 22%;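 also: 0% = plate median of test compound wells and 100% = cytotoxic reference compound wells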
TRPC6 inh: mouse TRPC6 channel inhibitors, primary screen, cell-based, HEK293, membrane potential dye | Short transient receptor potential channel 6 (Mus musculus), Q61143 | ACh-evoked depolarization; stronger effect = lower value | B-score at 10 µM | 310,000 tested, 1.1% active;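 active = B-score under library mean minus 3 SD, initial fluorescence not abnormally high, positive integrated signal ratio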;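 also: B-score derived from integrated fluorescence ratio over the kinetic read; more negative B-score means stronger inhibition of depolarization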
SKKanGAS inh: S. pyogenes SKKanGAS growth inhibitors in kanamycin, primary screen, streptokinase expression inhibitor project, SKKanGAS strain, BacTiter-Glo luminescence | 6 h | inhibition, % at 7.5 µM | 300,000 tested, 1.3% active;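 active = mean replicate score, as percent of positive control median, at least 50; inconclusive = mean below 50 but one replicate at or above 50; inactive = mean and every replicate below 50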;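 also: strain carries kanamycin resistance gene driven by streptokinase promoter and grows in 40 µg/ml kanamycin; loss of luminescence reflects streptokinase promoter inhibition or plain growth inhibition; 0% = median of DMSO wells and 100% = positive control at its reference dose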
TRPC4 PAM: positive allosteric modulators of TRPC4, primary screen, cell-based, mouse TRPC4beta, HEK293 mu-opioid, Fluo-4 calcium | Short transient receptor potential channel 4 (Mus musculus), Q9QUQ5 | B-score at 10 µM | 310,000 tested, 0.42% active | DAMGO EC20, Fluo-4 Ca2+ flux; stronger effect = higher value | AID 2227, 2009;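 active = B-score of calcium response area above 5 SD of library B-scores, with initial fluorescence ratio within 5 SD of library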;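 also: B-score of integrated fluorescence ratio over time as area under calcium response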
MrgX1 antagonist: antagonists of human MrgX1 receptor, primary screen, HEK293 cells, Fluo-4 calcium flux; Mas-related G-protein coupled receptor member X1 (Homo sapiens), Q96LB2; BAM8-22 antagonism; stronger effect = lower value; B-score at 10 µM; 310,000 tested, 1.3% active; AID 588676, 2011;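 active = calcium-response B-score plate-corrected more than 3 library SD below zero, starting fluorescence within 5 deviations, no agonist response on first addition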;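 also: peak minus trough fluorescence over baseline after final BAM8-22 challenge near maximal dose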
* hit, by the source's call; i = inactive; u = inconclusive; x = not tested or not shown.

SMILES | aSyn 5UTR inh | KLF5 inh | TRPC4 act | TRPC6 act | HIF act | TRPC4 inh | IEC-6 tox | TRPC6 inh | SKKanGAS inh | TRPC4 PAM | MrgX1 antagonist
CCCCCCCCn1cnc2c(N)c(C)c(C)cc21 | -24 | -19 | i | i | -0.5 | i | 19 | i | 40 | i | i
COc1ccc(NCC(=O)N/N=C2\CCc3ccccc32)cc1 | -49 | -17 | i | i | 2.9 | i | 6 | i | 6 | i | i
O=C(CCCn1c(=S)[nH]c2ccccc2c1=O)NC1CCCCC1 | 23 | -8 | i | i | 0.1 | i | 2 | i | 0 | i | i
CC(C)COC(=O)c1nnsc1NC(=O)Nc1ccccc1 | 0 | -17 | i | i | -0.2 | i | 2 | i | 4 | i | i
O=C(OCc1ccccc1Cl)c1cc([N+](=O)[O-])ccc1N1CCOCC1 | 33 | 11 | i | i | 0.0 | i | 8 | i | 5 | i | i
COc1cc(OC)c(C2=NOC(C(=O)NCCc3ccccc3)C2)cc1Cl (stereo unspecified) | 8 | -13 | i | i | -0.7 | i | -1 | i | -3 | i | i
CC1CCCCC1NC(=O)C1CCN(S(=O)(=O)c2cccc3nsnc23)CC1 (stereo unspecified) | 10 | -26 | i | i | x | i | -2 | i | -9 | i | i
COc1ccc(CC(=O)OCc2nnc(C3COc4ccccc4O3)o2)cc1OC (stereo unspecified) | -31 | -19 | i | i | 0.8 | i | -1 | i | -3 | i | i
COc1cc(/C=C2\C(C)=C(C#N)c3nc(N)c(C#N)c(C)c32)ccc1OCC(=O)O | -1 | 1 | i | i | 0.0 | i | -4 | i | 3 | i | i
O=S(=O)(c1ccc(Cl)cc1)c1cc(O)ccc1O | 4 | -4 | i | i | -0.9 | i | 5 | i | -3 | i | i
Cc1ccc2c(c1)c(-c1ccccc1)nc1nnnn12 | 31 | -14 | i | i | -0.5 | i | 0 | i | -3 | i | i
COc1ccc(C)cc1NC(=O)Cn1cnc2sc(C)c(S(=O)(=O)N3CCOCC3)c2c1=O | 9 | -29 | i | i | 0.0 | i | 3 | i | -13 | i | i
O=C1c2ccccc2C(=O)c2c1cccc2N1CCN(Cc2ccccc2)CC1 | -13 | -30 | i | i | -0.8 | i | 0 | -9.8* | -2 | 14* | i
O=C(c1cc2n(n1)C(C(F)(F)F)CC(c1ccco1)N2)N1CCN(c2ccccn2)CC1 (stereo unspecified) | 22 | 23 | i | i | -0.1 | i | 0 | i | 8 | i | i
CCCc1nnc(SCC(=O)Nc2cccc(C(F)(F)F)c2)o1 | -10 | 2 | i | i | -0.8 | i | 5 | i | 6 | i | i
Cc1noc(C(=O)N2CCN(c3ccc(F)cc3)CC2)c1Cl | 24 | 11 | i | i | -0.2 | i | -7 | i | -6 | i | i
FC(F)(F)c1cc(C(F)(F)F)c2ccc(N3CCN(c4ccc(Cl)cc4)CC3)nc2n1 | 0 | -5 | i | i | 0.1 | i | 1 | i | 1 | i | i
CN(CC(=O)NCc1ccc2c(c1)OCO2)S(=O)(=O)c1ccc(Br)s1 | 4 | -57 | i | i | -0.3 | i | -2 | i | -9 | i | i
CCN(CC)C(=O)/C(=C/c1cn(S(=O)(=O)N(C)C)c2ccccc12)NC(=O)c1ccc(OC)cc1 | 13 | 0 | i | i | -0.8 | i | -10 | i | 22 | i | i
COc1ccc(NC(=O)Cn2nnc(-c3ccccc3N)n2)cc1OC | 24 | -7 | i | i | x | i | 0 | i | 0 | i | i
CCN(CCn1cccn1)C(=O)CC1C(=O)NCCN1CCc1ccccc1 (stereo unspecified) | -8 | -10 | i | i | 0.1 | i | -9 | i | u | i | i
CC(C)c1ccc(C(=O)NCCCNC(=O)c2cnccn2)cc1 | 2 | -33 | i | i | -0.1 | i | 4 | i | -4 | i | i
Cc1cc(=O)oc2cc(OC(C)C(=O)O)c(Cl)cc12 (stereo unspecified) | 12 | -2 | i | i | 0.2 | i | -4 | i | -18 | i | i
O=C(CCn1c(=O)oc2ccccc21)N1CCCCCC1 | -17 | -26 | i | i | 1.0 | i | 0 | i | -8 | i | i
CCN(CC)S(=O)(=O)c1cc(C(=O)O)ccc1Cl | -3 | -4 | i | i | -0.4 | i | -3 | i | 2 | i | i
(list continues)
SMILES | aSyn 5UTR inh | KLF5 inh | TRPC4 act | TRPC6 act | HIF act | TRPC4 inh | IEC-6 tox | TRPC6 inh | SKKanGAS inh | TRPC4 PAM | MrgX1 antagonist
Cc1c(NC(=O)CSC2=C(C#N)C(c3ccccc3F)CC(=O)N2)c(=O)n(-c2ccccc2)n1C (stereo unspecified) | 3 | -5 | i | i | -3.3 | i | 0 | i | 96* | i | i
CC(C)C(=O)Nc1cccc(NC(=S)NC(=O)c2cccs2)c1 | -126 | -130 | i | i | 2.6 | i | 10 | i | -5 | i | i
CC1Cc2cc(/C(O)=C3/C(=O)C(=O)N(CCCN4CCOCC4)C3c3ccc(C(C)C)cc3)ccc2O1 (stereo unspecified) | -27 | -20 | i | i | 0.0 | i | -9 | i | 11 | i | i
CCC(C)(C)n1nnnc1C(c1cc(OC)c(OC)c(OC)c1)N1CCN(c2ccccc2)CC1 (stereo unspecified) | 14 | -18 | i | i | -0.1 | i | -2 | i | -4 | i | i
CSCCC(=O)N1CCCC(CNC(=O)c2ccc(-c3ccccc3)cc2)C1 (stereo unspecified) | -19 | -7 | i | i | 0.4 | i | 2 | i | -11 | i | i
CCc1ccccc1NC(=S)N1CCC(NC(=O)c2ccc(OC)cc2)CC1 | 24 | -13 | i | i | 0.0 | i | 3 | i | 12 | i | i
CN(Cc1ccc(F)cc1)S(=O)(=O)c1nnc(NC(=O)c2ccccc2Br)s1 | 22 | -18 | i | 17* | 0.0 | -6* | -5 | i | 45 | i | i
O=C(NCCCN1CCCC1=O)Nc1ccc(Cl)cc1 | -61 | -24 | i | i | 1.6 | i | 4 | i | 4 | i | i
CC(=O)N1c2ccc(S(=O)(=O)NCCC(=O)NCCc3cccc(C)c3)cc2CC1C (stereo unspecified) | -1 | 4 | i | i | -0.8 | i | -3 | i | 20 | i | i
COc1ccccc1C1Nc2ccccc2NC2=C1C(=O)CC(C)(C)C2 (stereo unspecified) | -10 | -30 | i | i | -0.5 | i | -5 | i | -1 | i | i
CSc1nc(NCc2ccco2)c2ccccc2n1 | 20 | -18 | i | i | 0.7 | i | 7 | i | 3 | i | i
c1ccc(-c2nnc(-c3ccccc3)c(-c3c[nH]c4ccccc34)n2)cc1 | -2 | -2 | i | i | -0.3 | i | -4 | i | -8 | i | i
Cc1nn(CC(=O)N(C)Cc2ccccc2)c(=O)c2cccn12 | -8 | -65 | i | i | 0.6 | i | 4 | i | 0 | i | i
Cc1ccc(CN2C(=O)C(=O)N(CC(N)=O)C2=O)cc1 | -3 | -14 | i | i | 1.2 | i | -3 | i | 3 | i | i
Cc1cc(C)nc(NC(=S)Nc2ccccc2)n1 | -84 | -64 | i | i | 1.2 | i | 3 | i | 1 | i | i
O=S(=O)(c1ccc(F)cc1)N1CCN(C(=S)NCc2ccco2)CC1 | -7 | -21 | i | i | 0.2 | i | -2 | i | -6 | i | i
C=CCc1ccccc1OCC(CN1CCCCC1)OC(C)=O (stereo unspecified) | 1 | -14 | i | i | -0.3 | -6* | 5 | i | 6 | i | i
Cc1nnc(SCC(=O)c2c(N)n(Cc3ccccc3)c(=O)n(C)c2=O)n1C | 14 | -32 | i | i | -0.2 | i | -2 | i | 11 | i | i
O=C(NC(=S)Nc1ccc(Cc2ccncc2)cc1)c1ccccc1 | -45 | -15 | i | i | 3.6 | i | 6 | i | 28 | i | i
Cc1ccc(C(=O)NCC(=O)N2CCN(c3ccccc3)CC2)cc1 | 19 | -23 | i | i | -7.6 | i | -12 | i | -5 | i | i
CC(=O)C1=C(O)C=C(c2ccco2)CC1c1ccco1 (stereo unspecified) | -2 | -20 | i | i | -1.8 | i | 2 | i | 6 | i | i
COCCn1c(SCC(=O)N2CCOCC2)nc2c(c1=O)SCC2 | -2 | -19 | i | i | -0.3 | i | -9 | i | 0 | i | i
CC(C)C(=O)NCCc1nc(-c2ccccc2)no1 | -33 | x | i | i | 1.1 | i | x | i | 3 | i | i
Cc1ccc(Cl)cc1NC(=O)CCS(=O)(=O)c1cccc2nonc12 | 14 | -22 | i | i | 0.0 | i | 4 | i | 4 | i | i
Cc1ccccc1C(=O)Nc1ccnn1C1CCN(Cc2ccncc2)CC1 | -4 | -28 | i | i | -0.6 | i | -2 | i | 4 | i | i
The list continues.
SMILES | aSyn 5UTR inh | KLF5 inh | TRPC4 act | TRPC6 act | HIF act | TRPC4 inh | IEC-6 tox | TRPC6 inh | SKKanGAS inh | TRPC4 PAM | MrgX1 antagonist
O=C(NCCc1ccccc1)C(=O)Nc1ccc([N+](=O)[O-])cc1 | -24 | -3 | i | i | -0.1 | i | 0 | i | -10 | i | i
CCCCNC(=O)N1CCC(CCC(=O)N(C)Cc2ccccc2)CC1 | 6 | -29 | i | i | -2.3 | i | 0 | i | 6 | i | i
Cc1c(NC(=O)CN2C(=O)NC(CCc3ccccc3)C2=O)c(=O)n(-c2ccccc2)n1C (stereo unspecified) | -2 | -1 | i | i | -0.1 | i | -3 | i | -5 | i | i
O=C(COC(=O)CNC(=O)c1ccc(Cl)cc1Cl)NCc1ccco1 | -5 | x | i | i | -0.4 | i | x | i | -4 | i | i
COc1ccc2c(C)cc(SCC(=O)NCCN3C(=O)CSC3=O)nc2c1 | 8 | -10 | i | i | 0.0 | i | -3 | i | 19 | i | i
CN(Cc1nc(-c2cccs2)no1)CC(O)c1ccccc1 (stereo unspecified) | -62 | -30 | i | i | 0.7 | i | 1 | i | 2 | i | i
CS(=O)(=O)N1CCN(c2ccccc2NC(=O)CSc2ccc(Cl)cc2)CC1 | 3 | -21 | i | i | 0.5 | i | 12 | i | 3 | 10* | i
